Bioassay records: PubChem, National Center for Advancing Translational Sciences (NCATS)
AMA1 RON2 block – AMA1-RON2 (P. falciparum) interaction inhibition; AlphaScreen AMA1-biotinylated RON2 peptide binding; Potency, µM (series often up to 58.2 µM), for the others: top-dose activity change, negative = inhibition, hits mostly inhibitors; 360,000 compounds, 0.2% hits;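 note: potency is the fitted concentration of half-maximal effect; 0% = vehicle wells and -100% = peptide control; nearly all actives have a fitted effect of over 45% in size; some results filed as inactive show a strong effect at the top dose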
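AMA1 (3D7) with his tag at 25 nM final met compounds first, then biotinylated RON2 peptide at 25 nM; detection used donor plus acceptor beads, 10 µg/mL apiece, read by AlphaScreen after 30 min at room temperature.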
LmPK inhibitor – blocks Leishmania mexicana pyruvate kinase activity | Q27686 | purified LmPK, Kinase-Glo ATP luminescence, 1 h | Potency, µM (titrated, usually from 57.5 µM), for inactives: at the top dose activity change, negative = inhibition, most hits filed as inhibitors | 290,000 compounds, 0.37% hits; note: potency is the fitted concentration of half-maximal effect
Target sequence (Q27686 whole entry, looked up): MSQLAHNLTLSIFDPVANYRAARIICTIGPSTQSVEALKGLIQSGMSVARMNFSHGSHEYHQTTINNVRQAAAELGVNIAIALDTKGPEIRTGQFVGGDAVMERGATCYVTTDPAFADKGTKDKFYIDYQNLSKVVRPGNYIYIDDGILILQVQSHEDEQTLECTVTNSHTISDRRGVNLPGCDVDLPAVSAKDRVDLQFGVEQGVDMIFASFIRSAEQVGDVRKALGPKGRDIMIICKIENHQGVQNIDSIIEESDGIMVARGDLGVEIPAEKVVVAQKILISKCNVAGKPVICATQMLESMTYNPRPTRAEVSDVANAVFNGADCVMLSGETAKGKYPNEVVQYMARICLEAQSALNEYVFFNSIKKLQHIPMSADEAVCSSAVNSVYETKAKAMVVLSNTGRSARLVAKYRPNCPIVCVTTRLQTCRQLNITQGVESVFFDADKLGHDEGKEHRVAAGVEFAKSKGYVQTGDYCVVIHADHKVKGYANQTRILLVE
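ATP generated from ADP (0.1 mM) and PEP (0.5 mM) by 0.1 nM LmPK over 1 h at room temperature (pH 7.2 imidazole buffer) was detected by coupled luciferase luminescence. Values were normalized to uninhibited and no-enzyme wells.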
AmpC inh detg – inhibitors of E. coli AmpC beta-lactamase with detergent | P00811 | AmpC hydrolysis of nitrocefin, absorbance 480 nm, 0.01% Triton | Potency, µM (highest dose often 114 µM), for inactives: top-dose activity change, negative = inhibition, most hits filed as inhibitors | 370,000 compounds, 0.041% hits | AID 485294;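 note: potency is the fitted concentration of half-maximal effect; 0% = no-compound wells and -100% = no-enzyme wells; nearly all actives have a fitted effect of over 25% in size; some results filed as inactive show a strong effect at the top dose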
Target sequence (P00811 whole entry, looked up): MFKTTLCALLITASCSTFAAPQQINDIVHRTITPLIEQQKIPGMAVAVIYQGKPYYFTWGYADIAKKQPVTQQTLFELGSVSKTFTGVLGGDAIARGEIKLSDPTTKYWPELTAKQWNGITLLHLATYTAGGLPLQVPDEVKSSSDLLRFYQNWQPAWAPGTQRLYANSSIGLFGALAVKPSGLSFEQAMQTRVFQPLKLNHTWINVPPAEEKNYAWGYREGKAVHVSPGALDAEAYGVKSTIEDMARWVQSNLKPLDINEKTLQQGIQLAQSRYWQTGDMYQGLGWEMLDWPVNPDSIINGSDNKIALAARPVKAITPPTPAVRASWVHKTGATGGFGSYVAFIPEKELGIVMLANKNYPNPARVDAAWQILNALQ
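AmpC (5.3 nM in the dispensed reagent) in 20 mM phosphate pH 7.0 with 0.01% (detergent screen) or 0.0001% Triton X-100 was preincubated with compounds for 15 min at room temperature. Nitrocefin was then added from an 800 uM solution, and hydrolysis was followed at 480 nm.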
HCMV inh – inhibitors of human cytomegalovirus; HFF cells, HCMV-luciferase reporter, 72 h; active compounds read low; activity change, negative = inhibition, % at 57.5 µM; 410,000 compounds, 4.5% hits; in the data active = activity change below about -60%; inconclusive = no clear call, values can overlap the other calls; inactive = above about -39%
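Two-dose cell screen: HFF monolayers treated with compounds and infected with luciferase-expressing HCMV at 1 PFU/cell, 72 h at 37C, then lysed for luciferase measurement.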
Sm TGR block – blocks Schistosoma mansoni thioredoxin glutathione reductase; Potency, µM (series often up to 114 µM), inactives show at the top dose activity change, negative = inhibition, usual class: inhibitors; Q962Y6; purified TGR, DTNB reduction, TNB absorbance 405 nm; 360,000 compounds, 3% hits; note: potency is the fitted concentration of half-maximal effect; nearly all actives have a fitted effect of over 60% in size
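Kinetic colorimetric format: TGR-catalysed, NADPH-driven DTNB reduction monitored via TNB absorbance. Enzyme dispensed at 20 nM; compound exposure 15 min at room temperature before reaction start.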
Tb PYK inh – blocks Trypanosoma brucei pyruvate kinase. Q57TT1. TbPYK enzyme, Kinase-Glo Plus ATP luminescence, 45 min. Potency, µM (top dose mostly 76.8 µM), inactives show at the top dose activity, negative = inhibition, hits mostly inhibitors. 410,000 compounds, 0.12% hits. AID 624173; note: potency is the fitted concentration of half-maximal effect; nearly all actives have a fitted effect of over 50% in size
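Enzyme and substrate buffer are dispensed first and compound is pin-transferred. ADP at 130 uM final then starts the reaction, which runs 45 min at room temperature. Detection reagent is added for 10 min before luminescence is imaged.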
AmpC no deterg – AmpC beta-lactamase inhibition without detergent | AID 485341 | 330,000 compounds, 0.52% hits | AmpC nitrocefin hydrolysis, absorbance 480 nm, 0.0001% Triton | Potency, µM (series often up to 57.1 µM), for inactives: at the highest dose activity change, negative = inhibition, hits mostly inhibitors;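 note: potency is the fitted concentration of half-maximal effect; plate controls were no compound for no effect and no enzyme for full effect; nearly all actives have a fitted effect of over 20% in size; some results filed as inactive show a strong effect at the top dose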
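20 mM phosphate pH 7.0 + 0.01% (detergent screen) or 0.0001% Triton X-100; 5.3 nM AmpC reagent; cpd preinc 15 min RT; nitrocefin (800 uM stock) to start; A480 q20 s × 4 min; Activity was normalised to no-enzyme and no-compound control wells.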
The depositor's hits bear a star; u = inconclusive; x = not tested or not shown; [ ] = remark or other dose. Unless noted, calls come from the whole dose curve; as a rule, active = well fitted curve in the direction sought with a large enough effect; inconclusive = small, poorly fitted or top-dose-only effect, or another doubt; inactive = no such curve, though single readings can be large; an effect the other way counts as inactive or inconclusive. Unless noted, % is set by controls: 0 for no effect and ±100 for the full control effect.

(1) O=C(N/N=C/C(Cl)=C/c1ccccc1)c1ccncc1
(2) COc1cccc(-c2nc3c(c(=O)[nH]c(=O)n3Cc3ccccc3)n2CCO)c1OC(F)F
(3) NC(=O)C1CCN(C(c2ccccc2F)c2nnnn2Cc2ccco2)CC1 (stereo not given)
(4) Cc1ccc(NC(=S)NNS(=O)(=O)c2ccc3ccccc3c2)cc1Cl
(5) Cc1ccc(N2CC(NC(=O)c3ccc(S(=O)(=O)N4CCCC4)cc3)CC2=O)cc1 (stereo not given)
(6) O=C(Cc1ccccc1)NNC(=S)Nc1ccccc1
(7) COc1cccc(NC(=S)NC2CC3CCCC(C2)N3C2CCCC2)c1 (stereo not given)
(8) COc1ccc(NC(=O)N(C)C[C@@H]2OCc3cnnn3CCCC(=O)N([C@H](C)CO)C[C@@H]2C)c(OC)c1

Screen / compound no.	1	2	3	4	5	6	7	8
AmpC inh detg	-1%	-1%	-1%	-5%	3%	-8%	0%	x
AMA1 RON2 block	12%	8%	-17%	14%	x	98%[activator]	3%	-5%
Sm TGR block	5%	-7%	u	0%	5%	x	-30%	x
AmpC no deterg	-51%	19%	-12%	-39%	x	-12%	-16%	x
LmPK inhibitor	-4%	1%	-4%	10%	x	-4%	6%	x
Tb PYK inh	-5%	1%	-3%	-7%	-3%	-14%	7%	6%
HCMV inh	-21	16	7	-19	-8	5	43	7

(9) C[C@@H]1CCC(=O)N(C[C@@H](C)CSc2ccc(Br)cc2)CC1
(10) CCN(CC)CCNC(=O)c1ccccc1C(=O)c1ncc[nH]1
(11) Cc1ccc(C(C)C)c(OCc2ccc(C(=O)N/N=C/c3cccc(O)c3O)cc2)c1
(12) Cc1cc(S(=O)(=O)Nc2ccccc2C(=O)O)ccc1Cl
(13) O=C1COCC(=O)N1CCc1c[nH]c2ccccc12
(14) O=C(Nc1cc(F)ccc1F)C1CCCN(c2ncnc3c2nc2n3CCCCC2)C1 (stereo not given)
(15) Cc1oc(-c2cccs2)[n+]([O-])c1C
(16) COc1ccc(C(=O)NCCC(C)C)cc1S(=O)(=O)N1CCOCC1

Screen / compound no.	9	10	11	12	13	14	15	16
AmpC inh detg	6%	0%	-10%	-7%	0%	-4%	u	4%
AMA1 RON2 block	14%	21%	41%[activator]	-3%	-5%	-1%	-13%	-6%
Sm TGR block	-5%	2%	-5%	0%	-14%	90%[activator]	-31%	-14%
AmpC no deterg	75%[activator]	-15%	8.9µM*	-14%	-4%	123%[activator]	-1%	-9%
LmPK inhibitor	x	5%	3%	7%	1%	0%	-6%	-2%
Tb PYK inh	-2%	1%	-4%	4%	0%	-1%	-4%	3%
HCMV inh	16	-7	x	52	45	-39	-35	u

Part of the list above in order of SMILES length, high to low:
(8) COc1ccc(NC(=O)N(C)C[C@@H]2OCc3cnnn3CCCC(=O)N([C@H](C)CO)C[C@@H]2C)c(OC)c1
(14) O=C(Nc1cc(F)ccc1F)C1CCCN(c2ncnc3c2nc2n3CCCCC2)C1 (stereo not given)
(9) C[C@@H]1CCC(=O)N(C[C@@H](C)CSc2ccc(Br)cc2)CC1
(16) COc1ccc(C(=O)NCCC(C)C)cc1S(=O)(=O)N1CCOCC1
(7) COc1cccc(NC(=S)NC2CC3CCCC(C2)N3C2CCCC2)c1 (stereo not given)
(10) CCN(CC)CCNC(=O)c1ccccc1C(=O)c1ncc[nH]1
(12) Cc1cc(S(=O)(=O)Nc2ccccc2C(=O)O)ccc1Cl
(13) O=C1COCC(=O)N1CCc1c[nH]c2ccccc12
(6) O=C(Cc1ccccc1)NNC(=S)Nc1ccccc1
(15) Cc1oc(-c2cccs2)[n+]([O-])c1C

Screen / compound no.	8	14	9	16	7	10	12	13	6	15
AmpC inh detg	x	-4%	6%	4%	0%	0%	-7%	0%	-8%	u
AMA1 RON2 block	-5%	-1%	14%	-6%	3%	21%	-3%	-5%	98%[activator]	-13%
Sm TGR block	x	90%[activator]	-5%	-14%	-30%	2%	0%	-14%	x	-31%
AmpC no deterg	x	123%[activator]	75%[activator]	-9%	-16%	-15%	-14%	-4%	-12%	-1%
LmPK inhibitor	x	0%	x	-2%	6%	5%	7%	1%	-4%	-6%
Tb PYK inh	6%	-1%	-2%	3%	7%	1%	4%	0%	-14%	-4%
HCMV inh	7	-39	16	u	43	-7	52	45	5	-35

Continuation.
(17) COc1cc(C(=O)N2c3ccccc3CCC2C)cc(OC)c1OC (stereo not given)
(18) Cc1ccccc1S(=O)Cc1ccc(C(=O)NCc2ccccc2Cl)o1 (stereo not given)
(19) Cc1ccc(S(=O)(=O)N2CCN(C(=O)COC(=O)c3ccccc3Cl)CC2)c(C)c1
(20) COc1cc(/C=C/c2ccc3cccc([N+](=O)[O-])c3n2)ccc1OCC(=O)O
(21) Nc1ccc(-c2nnnn2-c2ccc(N)cc2)cc1
(22) Cc1ccc(CNC(=O)C2=CCN(S(=O)(=O)c3ccc(C)cc3)CC2)cc1
(23) CC1CCC(C(C)C)C(OC(=O)COC(=O)c2cc(O)ccc2N)C1 (stereo not given)
(24) CC(=O)OCC(=O)C1(O)CCC2C3CC(C)C4=CC(=O)C=CC4(C)C3=CCC21C (stereo not given)

Screen / compound no.	17	18	19	20	21	22	23	24
AmpC inh detg	-21%	-2%	u	-14%	-12%	u	-9%	x
AMA1 RON2 block	5%	x	-12%	-4%	-4%	x	12%	-4%
Sm TGR block	-9%	-3%	2%	1%	0%	-4%	-10%	x
AmpC no deterg	46%	x	-1%	-16%	-2%	-10%	-28%	x
LmPK inhibitor	6%	x	x	-3%	1%	6%	2%	x
Tb PYK inh	0%	-10%	-4%	2%	-6%	x	-24%	8%
HCMV inh	u	2	u	0	-22	8	-2	16

(25) CS(=O)(=O)N(CC(=O)N1CCCCCC1)c1ccc2c(c1)OCCO2
(26) O=c1ccn([C@@H]2O[C@H](CNCc3ccccc3OCc3ccc(Cl)cc3Cl)[C@@H](O)[C@H]2O)c(=O)[nH]1
(27) C/C=C/C=C/C(=O)OC(C)C(=O)Nc1cc([N+](=O)[O-])ccc1OC (stereo not given)
(28) Cc1ccc(NS(=O)(=O)c2ccc3c(c2)oc(=O)n3C)cc1F
(29) CCC(C)N(C(=O)CSc1nc(C)c(C)c(C)c1C#N)C1CCS(=O)(=O)C1 (stereo not given)
(30) CC(C)(C)c1nnc(NS(C)(=O)=O)s1
(31) O=C(CC1C(=O)NCCN1Cc1cccc(F)c1)NCCCN1CCCC1=O (stereo not given)
(32) Nc1cccnc1Sc1cccc(Cl)c1

Screen / compound no.	25	26	27	28	29	30	31	32
AmpC inh detg	-16%	x	-2%	u	-7%	x	u	-2%
AMA1 RON2 block	-4%	0%	-8%	-2%	-11%	3%	14%	74%[activator]
Sm TGR block	-6%	x	22µM*	1%	-10%	x	0%	u
AmpC no deterg	-11%	x	-35%	-21%	8%	x	29%	-41%
LmPK inhibitor	1%	x	2%	7%	x	x	5%	5%
Tb PYK inh	1%	-1%	0%	4%	0%	-3%	-5%	-23%
HCMV inh	-12	-30	40	u	-32	79	21	17

(33) Cc1cc2nc3n(c2cc1C)CC1CC(C(=O)NCCC(C)C)N(C)C31 (stereo not given)
(34) CCCC(C)c1nnc(NC(=O)CN2C(=O)c3ccccc3C2=O)s1 (stereo not given)
(35) CCOC(=O)c1sc(NC(=O)c2cc3ccccc3o2)nc1C
(36) CCN1CCN(c2ccc(S(=O)(=O)N3CCOCC3)cc2NC(=O)c2cc(Cl)nc3ccccc23)CC1
(37) COC(=O)Cn1nc(-c2ccccc2)c2ccccc21
(38) CCOC(=O)C1=C(C)C/C(=N\NC(=O)c2ccccc2O)CC1
(39) COc1ccc(/C(=N/O)C(C)(C)NO)cc1
(40) COc1ccc(CN(C)Cc2ccccc2)c(OC)c1OC

Screen / compound no.	33	34	35	36	37	38	39	40
AmpC inh detg	-10%	u	-2%	0%	3%	-2%	-7%	u
AMA1 RON2 block	-4%	53%[activator]	-10%	2%	19%	90%[activator]	-1%	1%
Sm TGR block	u	4%	0%	1%	-5%	u	-9%	-1%
AmpC no deterg	4%	-19%	-18%	185%[activator]	3%	-31%	0%	-23%
LmPK inhibitor	x	2%	-1%	x	2%	u	15%	-1%
Tb PYK inh	-3%	-16%	1%	-2%	1%	-5%	-3%	-6%
HCMV inh	64	5	-10	-11	1	74	22	-5

(41) COC(=O)C1(CO)NC(c2ccc(C)cc2)C2C(=O)N(c3ccccc3)C(=O)C21 (stereo not given)
(42) CCc1ccc(N2C(=O)NC(=O)C(CCc3ccncc3)(CCc3ccncc3)C2=O)cc1
(43) COc1ccc(CNC(=O)c2cnc(C)cn2)cc1
(44) O=C(C1=C[C@H](c2coc3ccccc3c2=O)C[C@H](OCCCCO)O1)N1CCOCC1
(45) Cc1ccc2oc(C(=O)N3CCC(O)(c4ccccc4)CC3)c(C)c2c1
(46) CC1CCCN(S(=O)(=O)c2cccc(C(=O)NCC3CCCO3)c2)C1 (stereo not given)
(47) CCOC(=O)N1CCC(NC(=O)c2cnn(-c3cccc(Cl)c3C)c2C2CCN(C(=O)OC(C)(C)C)CC2)CC1
(48) O=C(CN(c1ccc(F)cc1)S(=O)(=O)c1ccc2c(c1)OCCO2)NCc1cccnc1
(49) COc1ccc(CCn2c(NN=C3CCCCC3)nc3c2c(=O)[nH]c(=O)n3C)cc1
(50) Cn1c(=O)c(Sc2ccc(Cl)cc2)c(O)c2ccccc21
(51) COc1ccc(Cn2c(C(=O)O)c(CNCc3ccco3)c3ccc(OC)cc32)cc1

Screen / compound no.	41	42	43	44	45	46	47	48	49	50	51
AmpC inh detg	2%	-13%	0%	9%	4%	x	2%	-1%	-11%	-7%	-1%
AMA1 RON2 block	-1%	1%	17%	20%	-9%	-12%	x	0%	70%[activator]	26%	x
Sm TGR block	-15%	3%	-3%	-19%	-3%	x	-9%	-2%	u	-12%	-13%
AmpC no deterg	0%	-25%	3%	9%	68%[activator]	-19%	x	5%	3%	-12%	x
LmPK inhibitor	1%	0%	-4%	-1%	-2%	x	x	2%	-7%	-1%	x
Tb PYK inh	2%	-4%	-8%	2%	-1%	1%	6%	-6%	-3%	2%	-1%
HCMV inh	-4	24	6	11	161	-33	10	-8	x	u	-19
